Source: PubChem BioAssay
TbPYK inhibitor – qHTS of Trypanosoma Brucei Inhibitors; TbPYK enzyme, Kinase-Glo Plus ATP luminescence, 45 min; Potency, µM (highest dose often 76.8 µM), for inactives: at the highest dose activity, negative = inhibition, most hits filed as inhibitors; actives 0.12% (n = 410,000); note: nearly all actives have a fitted effect of over 50% in size
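T. brucei PYK with substrate was exposed to pin-transferred compounds across a concentration series, then started with 130 uM ADP (final). After 45 min at room temperature, Kinase-Glo Plus luminescence was read, normalized and curve-fitted.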
HCV inhibitor – qHTS Assay for Inhibitors of Hepatitis C Virus (HCV); actives 3.4% (n = 340,000); Huh7.5.1 HCVcc-Cre infection, luciferase reporter, 44 h; AID 651820, 2012; Potency, µM (highest dose often 41.8 µM), without a hit: top-dose activity change, negative = inhibition, most hits filed as inhibitors
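Infectious HCV cell culture screen: compound-treated cells (1,000/well, pre-plated 4 h) are infected with HCVcc-Cre at roughly 0.5 moi and grown 44 h. Infection is quantified by luciferase signal after 15 min substrate incubation at room temperature.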
Sm TGR inh – qHTS Assay for the Inhibitors of Schistosoma Mansoni Peroxiredoxins. Schistosoma mansoni thioredoxin glutathione reductase (TGR), Q962Y6. purified TGR, DTNB reduction, TNB absorbance 405 nm. Potency, µM (titrated, usually from 114 µM), for inactives: at the highest dose activity change, negative = inhibition, hits mostly inhibitors. actives 3% (n = 360,000); note: nearly all actives have a fitted effect of over 60% in size
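Kinetic colorimetric format: TGR-catalysed, NADPH-driven DTNB reduction monitored via TNB absorbance. Enzyme dispensed at 20 nM; compound exposure 15 min at room temperature before reaction start.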
LmPK inhibitor – qHTS Assay for Inhibitors of Leishmania Mexicana Pyruvate Kinase (LmPK); AID 1721, 2009; Potency, µM (doses to about 57.5 µM), without a hit: at the highest dose activity change, negative = inhibition, actives largely listed as inhibitors; actives 0.37% (n = 290,000); purified LmPK, Kinase-Glo ATP luminescence, 1 h; Q27686
Target sequence (Q27686 whole entry, looked up): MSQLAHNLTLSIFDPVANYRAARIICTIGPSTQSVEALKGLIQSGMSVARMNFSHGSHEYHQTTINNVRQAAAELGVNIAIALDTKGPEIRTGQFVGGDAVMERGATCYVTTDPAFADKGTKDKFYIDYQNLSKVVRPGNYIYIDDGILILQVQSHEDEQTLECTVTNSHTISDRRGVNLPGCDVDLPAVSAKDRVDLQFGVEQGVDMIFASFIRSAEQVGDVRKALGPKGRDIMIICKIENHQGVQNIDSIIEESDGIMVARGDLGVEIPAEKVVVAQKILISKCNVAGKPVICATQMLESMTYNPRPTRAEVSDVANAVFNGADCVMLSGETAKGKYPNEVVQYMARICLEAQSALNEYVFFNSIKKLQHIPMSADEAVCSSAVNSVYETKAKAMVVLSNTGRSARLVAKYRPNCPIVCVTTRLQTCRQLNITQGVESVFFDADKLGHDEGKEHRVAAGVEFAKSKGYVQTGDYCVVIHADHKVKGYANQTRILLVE
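Kinase-Glo luminescence read after 1 h RT reaction of 0.1 nM LmPK with 0.5 mM PEP and 0.1 mM ADP. Activity scaled between uninhibited and enzyme-free controls.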
Pf growth 96h – Primary qHTS for delayed death inhibitors of the malarial parasite plastid, 96 hour incubation. P. falciparum luciferase reporter growth, 96 h. Potency, µM (titrated, usually from 28.7 µM), for the others: at the top dose activity change, negative = inhibition, most hits filed as inhibitors. actives 6.9% (n = 320,000)
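Delayed-death screen, second-generation endpoint: infected erythrocytes, 2% hematocrit, 0.05% parasitemia final; 96 hours at 37 C, 5% CO2; luciferase detection reagent; luminescence decrease equals reduced growth.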
Pf growth 48h – Primary qHTS for delayed death inhibitors of the malarial parasite plastid, 48 hour incubation; P. falciparum luciferase growth in erythrocytes, 48 h; Potency, µM (titrated, usually from 28.7 µM), for the others: at the highest dose activity change, negative = inhibition, actives largely listed as inhibitors; actives 5.9% (n = 310,000)
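Compounds are pin-transferred into medium, infected erythrocytes (2% hematocrit, 0.1% parasitemia final) are added, and plates sit one parasite generation at 37 C in 5% CO2. Detection reagent is then added and luminescence measured.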
An asterisk follows results filed as active; ? = inconclusive; · = no result given; & = joins results of further samples; ! = not confirmed by another sample; [ ] = dose if it differs, or a comment. Calls come from the whole dose curve; as a rule, active = well fitted curve in the direction sought with a large enough effect; inconclusive = small, poorly fitted or top-dose-only effect, or another doubt; inactive = no such curve, though single readings can be large; an effect the other way counts as inactive or inconclusive. % is set by controls: 0 for no effect and ±100 for the full control effect; potency is the fitted concentration of half-maximal effect.

SMILES	TbPYK inhibitor	HCV inhibitor	Sm TGR inh	LmPK inhibitor	Pf growth 96h	Pf growth 48h
O=C(Nc1ccc(-n2nncc2-c2ccco2)cc1)c1cc2ccccc2oc1=O	-10%	1%	-3%	3%	12µM*	3%
COc1ccccc1-c1noc(-c2ccccc2C(=O)NCC2CCCO2)n1 (centres undefined)	-4%	-13%	3%	-9%	44%[activator]	24%
CCOc1cccc(-c2c(C(=O)N/N=C/c3ccc(C)s3)nnn2-c2nonc2N)c1	3%	3%	-8%	-8%	15µM*	?
C/C(=N\NC(=O)CC(C)C)c1c(C(F)(F)F)[nH]n(-c2nc3ccccc3s2)c1=O	-17%	2%	-29%	?	0%	?
Cc1ccc(CNC(=O)CCn2cc(-c3ccc(F)cc3)nc2-c2ccncc2)cc1	-1%	?	-7%	·	?	8.3µM*
COc1ccc2c(c1OC)c(=O)n1c3ccc(OC(C)C(=O)NCCN4CCOCC4)cc3c3ccnc2c31 (centres undefined)	-12%	?	-2%	-2%	3.7µM*	?
CCOC(=O)c1c(CN2CCN(CCO)CC2)n(C)c2cc(Br)c(OC)cc12	-9%	2.8µM*	-20%	4%	36%	10µM*
O=S(=O)(c1ccccc1)N1CCCN(S(=O)(=O)c2ccccc2)CC1	1%	14%	0%	-1%	8%	1%[0.00184 µM]
O=C(NNC(=O)c1cccc(S(=O)(=O)N2CCc3ccccc32)c1)c1ccccc1	0%	5µM*	-18%	13%	-3%	2%
CNCCc1ccccc1	·	·	-34%	-2%	-26%	2%
Cc1ccc(C)c(S(=O)(=O)N2CCCOC2CNC(=O)C(=O)NCCN2CCOCC2)c1 (centres undefined)	9%	-2%	1%	-4%	-15%	-7%
CCOC(=O)Cc1cc(=O)n2[nH]c(-c3ccccc3)cc2n1	2%	15%	2%	2%	3%	25%
CCCOc1ccc(N2C(=O)CC(N(Cc3ccco3)C(=O)CCC(=O)O)C2=O)cc1 (centres undefined)	2%	?	3%	0%	34%[activator]	14%
Oc1c(Cl)cc(CN2CCCCC2)c2cccnc12	·	·	4.5µM*	-2%	1%	3.7µM*
Cn1cc(NC(=O)c2cc(NC(=O)c3cc(NC=O)cn3C)cn2C)cc1C(=O)NCCC(=N)N	1%	·	14µM*	-2%	?	3.4µM*!

Ordered by count of non-hydrogen atoms (largest number first): some entries from above
SMILES	TbPYK inhibitor	HCV inhibitor	Sm TGR inh	LmPK inhibitor	Pf growth 96h	Pf growth 48h
COc1ccc2c(c1OC)c(=O)n1c3ccc(OC(C)C(=O)NCCN4CCOCC4)cc3c3ccnc2c31 (centres undefined)	-12%	?	-2%	-2%	3.7µM*	?
Cc1ccc(C)c(S(=O)(=O)N2CCCOC2CNC(=O)C(=O)NCCN2CCOCC2)c1 (centres undefined)	9%	-2%	1%	-4%	-15%	-7%
Cc1ccc(CNC(=O)CCn2cc(-c3ccc(F)cc3)nc2-c2ccncc2)cc1	-1%	?	-7%	·	?	8.3µM*
O=S(=O)(c1ccccc1)N1CCCN(S(=O)(=O)c2ccccc2)CC1	1%	14%	0%	-1%	8%	1%[0.00184 µM]
Oc1c(Cl)cc(CN2CCCCC2)c2cccnc12	·	·	4.5µM*	-2%	1%	3.7µM*

Later entries.
SMILES	TbPYK inhibitor	HCV inhibitor	Sm TGR inh	LmPK inhibitor	Pf growth 96h	Pf growth 48h
COc1cc(CN(C)CC2CCCN(CCc3ccccc3F)C2)cc(Cl)c1OC (centres undefined)	2%	?	2%	-1%	9.3µM*	13µM*
Cc1ccc(OCCNC(=O)c2cc(-n3cnnc3)ccc2Cl)cc1C	-5%	0%	2%	0%	39%[activator]	-14%
COc1ccccc1NC(=O)CN1CCN(c2ccc(Cl)cc2)CC1	-17%	?	-6%	1%	43%[activator]	10%
O=C(CSC1=Nc2ccccc2C2CC=NN12)Nc1ccc2c(c1)OCO2 (centres undefined)	-1%	?	-22%	8%	3%	0%
Cc1ccnc(NC(=O)c2ccc(Cl)s2)c1	-6%	-19%	-5%	-17%	214%[activator]	168%[activator]
Cc1oc2c(c1C(=O)c1ccc(Cl)cc1)C(=O)C(=O)c1ccccc1-2	3%	10µM*	?	-1%	?	?
COc1ccc(C(=O)N2CCC(=O)N(C(CO)Cc3ccccc3)CC2)cc1 (centres undefined)	0%	0%	-25%	-1%	-1%	30%
CCN(C(=O)c1ccc(=O)[nH]c1)c1c(N)n(Cc2ccccc2)c(=O)[nH]c1=O	-10%	10%	-1%	·	4%	11%
N#CCCn1cnc2ccccc21	2%	19%	6%	7%	28%	29%
Cc1cccn2c(=O)c(/C=C(\C#N)S(=O)(=O)c3ccc(Cl)cc3)c(N3CCC(C(N)=O)CC3)nc12	-7%	13%	0%	8%	·	-3%
CC1CCN(C(=O)c2cc(Cl)nc3ccccc23)CC1	-1%	3%	-2%	0%	22%	-4%
Cc1ccc(NC(=O)CN2CCCCCC2)c(Br)c1	8%	4%	-21%	-1%	13%	96%[activator]
COc1ccccc1C1(O)C(=O)Nc2ccc(C)cc21 (centres undefined)	6%	25%	1%	-1%	?	-6%
Cc1c(C)c(C)c(S(=O)(=O)NCCc2ccncc2)c(C)c1C	2%	-2%	-5%	-7%	-14%	-5%
COc1cc(NC(=O)C/C(C)=N/NC(=O)Cc2ccccc2)c(OC)cc1Cl	-11%	-18%	-4%	1%	226%[activator]	15%
Cc1ccc(OCC2Cn3c(nc4c3c(=O)[nH]c(=O)n4C)O2)cc1 (centres undefined)	2%	-14%	-6%	1%	7%	3%
O=C(NCc1ccc2c(c1)OCO2)c1ccc(CS(=O)(=O)Cc2cccc(Cl)c2)o1	0%	-26%	0%	1%	-29%	7%
O=C(Nc1ccc(C(=O)OC2CCCCC2)cc1)c1ccncc1	-16%	?	0%	2%	5.2µM*	13%
COc1ccc(Oc2ccc(C(F)(F)F)cc2NC(=O)c2ccc(F)cc2)cc1	-1%	11%	5%	-7%	?	?
O=C(O)c1ccc2c(c1)C(=O)N([C@H](Cc1ccc(O)cc1)C(=O)O)C2=O	·	·	-4%	·	?	?
COc1cc(/C=C/C(=O)N2CCCN(C(=O)/C=C/c3cc(OC)c(OC)c(OC)c3)CC2)cc(OC)c1OC	-18%	5%	1%	2%	-25%	-25%
CCOC(=O)c1oc2nc(C)c3c(c2c1N)CC(C)(C)OC3	?	10%	19%	-1%	-35%	4%
Cc1nc(NS(=O)(=O)c2ccccc2)sc1NC(=O)OCCN(C)C	-8%	9%	32µM*	-6%	?	47%[activator]
COC(=O)C1=C(C)OC(N)=C(C#N)C1c1ccco1 (centres undefined)	3%	-7%	-29%	2%	?	-16%
CCN(CC)CCN(C(=O)Cn1nnc(-c2ccc(OC)c(OC)c2)n1)C(C(=O)NC1CCCC1)c1ccc(F)cc1 (centres undefined)	2%	?	-10%	-3%	-23%	·
COc1ccc(C2=Nn3c(nnc3-c3cccnc3)SC2)cc1	-3%	-1%	4%	-3%	?	?
COc1ccccc1-c1cc(-c2ccc(C)cc2)nc(SCc2nnc(-c3ccccc3)o2)c1C#N	-12%	-2%	6%	2%	341%[activator]	?
COc1ccc(-c2csc(N(CC3CCCO3)C(=O)c3ccco3)n2)cc1 (centres undefined)	4%	?	-4%	2%	?	?
Cc1ccc(S(=O)(=O)CCC(=O)Nc2sccc2C#N)cc1	-1%	4%	45µM*	·	?	0%
COc1cc(OC)c(S(=O)(=O)Nc2ccc(C(=O)N3CCCC3)cc2)cc1NC(C)=O	0%	?	15%	1%	61%[activator]	3%

Reprinted at random: 3 compounds from above.
SMILES	TbPYK inhibitor	HCV inhibitor	Sm TGR inh	LmPK inhibitor	Pf growth 96h	Pf growth 48h
Cc1nc(NS(=O)(=O)c2ccccc2)sc1NC(=O)OCCN(C)C	-8%	9%	32µM*	-6%	?	47%[activator]
COc1cc(/C=C/C(=O)N2CCCN(C(=O)/C=C/c3cc(OC)c(OC)c(OC)c3)CC2)cc(OC)c1OC	-18%	5%	1%	2%	-25%	-25%
Cc1ccnc(NC(=O)c2ccc(Cl)s2)c1	-6%	-19%	-5%	-17%	214%[activator]	168%[activator]

Going on with the list.
SMILES	TbPYK inhibitor	HCV inhibitor	Sm TGR inh	LmPK inhibitor	Pf growth 96h	Pf growth 48h
COc1ccc(NC(=S)N2CCc3ccccc3C2)cc1OC	-1%	4%	-11%	-1%	0%	18%
CC(C)CCNC(=O)C12CN(Cc3ccccc3)CC1C(c1ccc([N+](=O)[O-])cc1)=NO2 (centres undefined)	2%	-8%	-5%	1%	?	?
CN1CCN(S(=O)(=O)c2ccc3c(c2)NC(=O)C2CCCN32)CC1 (centres undefined)	-23%	0%	?	-4%	?	-6%
CCN(CC)CCNC(=O)Cc1nn(Cc2ccccc2)c(=O)c2ccccc12	2%	20%	16%	2%	10%	29%
COc1ccccc1N(C(=O)CNC(=O)c1ccco1)C(C(=O)NCC1CCCO1)c1ccccc1 (centres undefined)	-1%	-12%	-5%	-2%	26%	14%
CC(C)C(=O)Nc1cccc(C(=O)Nc2nccs2)c1	-2%	-12%	1%	-1%	18%	17%
Cc1ccc(S(=O)(=O)Nc2ccc(S(=O)(=O)N3CCOCC3)cc2)cc1[N+](=O)[O-]	-9%	-1%	31%	11%	?	5%
O=C(COC(=O)c1cccc(S(=O)(=O)N2CCN(c3ccccc3)CC2)c1)NCC1CCCO1 (centres undefined)	-4%	-15%	0%	-6%	7%	113%[activator]
CCCn1c(N)c(C(=O)CSc2nc3ccccc3c(=O)n2Cc2ccccc2)c(=O)[nH]c1=O	0%	12%	0%	3%	?	47%[activator]
Cc1cccc(/C=N\Nc2nnc(-c3ccccc3)c(=O)[nH]2)c1	-8%	12%	-2%	-1%	-1%	-9%
COc1cccc(-c2nc(CS(=O)(=O)CC(=O)NCCc3ccc(OC)cc3OC)c(C)o2)c1	-1%&0%	?	25µM*!	0%	5%	?
CCc1cc2c(cc(C(=O)O)n2C)s1	1%	-11%	-1%	2%	·	·
CCOC(=O)c1cccc(NC(=O)CN(c2ccc(C)cc2)S(=O)(=O)c2c(C)n[nH]c2C)c1	13%	9%	0%	4%	342%[activator]	?
O=C(N/N=C/c1c(O)n(CCC2=CCCCC2)c(=O)[nH]c1=O)c1ccccc1	-10%	4%	-31%	2%	?	25%

Outcome played no part in choosing rows; any-hit rate near 16%.
